# ATXN2 expr inh = inhibitors of ATXN2 expression. HEK-293 ATXN2-luciferase reporter, luminescence, 24 h. 360,000 compounds, 0.72% hits. Potency, µM (doses to about 57 µM), without a hit: at the top dose activity change, negative = inhibition, hits mostly inhibitors; note: potency is the fitted concentration of half-maximal effect; % is set by controls: 0 for no effect and ±100 for the full control effect; nearly all actives have a fitted effect of over 55% in size
#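 ATXN2-luciferase reporter cells (luciferase flanked by upstream and downstream ATXN2 gene portions) were treated 24 h at 37 °C with compounds at up to 57 uM. SteadyGlo luminescence gave expression; GF-AFC fluorescence gave viability.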
# EPAC2 agonist = activates human EPAC2 exchange factor; 360,000 compounds, 0.079% hits; Q8WZA2; Potency, µM (highest dose often 154 µM), for inactives: top-dose activation, usual class: activators; EPAC2 activation, biochemical qHTS; response scale: 100% = 6.5 mM cAMP response; note: potency is the fitted concentration of half-maximal effect; nearly all actives have a fitted effect of over 50% in size
# Target sequence (Q8WZA2 whole entry, looked up): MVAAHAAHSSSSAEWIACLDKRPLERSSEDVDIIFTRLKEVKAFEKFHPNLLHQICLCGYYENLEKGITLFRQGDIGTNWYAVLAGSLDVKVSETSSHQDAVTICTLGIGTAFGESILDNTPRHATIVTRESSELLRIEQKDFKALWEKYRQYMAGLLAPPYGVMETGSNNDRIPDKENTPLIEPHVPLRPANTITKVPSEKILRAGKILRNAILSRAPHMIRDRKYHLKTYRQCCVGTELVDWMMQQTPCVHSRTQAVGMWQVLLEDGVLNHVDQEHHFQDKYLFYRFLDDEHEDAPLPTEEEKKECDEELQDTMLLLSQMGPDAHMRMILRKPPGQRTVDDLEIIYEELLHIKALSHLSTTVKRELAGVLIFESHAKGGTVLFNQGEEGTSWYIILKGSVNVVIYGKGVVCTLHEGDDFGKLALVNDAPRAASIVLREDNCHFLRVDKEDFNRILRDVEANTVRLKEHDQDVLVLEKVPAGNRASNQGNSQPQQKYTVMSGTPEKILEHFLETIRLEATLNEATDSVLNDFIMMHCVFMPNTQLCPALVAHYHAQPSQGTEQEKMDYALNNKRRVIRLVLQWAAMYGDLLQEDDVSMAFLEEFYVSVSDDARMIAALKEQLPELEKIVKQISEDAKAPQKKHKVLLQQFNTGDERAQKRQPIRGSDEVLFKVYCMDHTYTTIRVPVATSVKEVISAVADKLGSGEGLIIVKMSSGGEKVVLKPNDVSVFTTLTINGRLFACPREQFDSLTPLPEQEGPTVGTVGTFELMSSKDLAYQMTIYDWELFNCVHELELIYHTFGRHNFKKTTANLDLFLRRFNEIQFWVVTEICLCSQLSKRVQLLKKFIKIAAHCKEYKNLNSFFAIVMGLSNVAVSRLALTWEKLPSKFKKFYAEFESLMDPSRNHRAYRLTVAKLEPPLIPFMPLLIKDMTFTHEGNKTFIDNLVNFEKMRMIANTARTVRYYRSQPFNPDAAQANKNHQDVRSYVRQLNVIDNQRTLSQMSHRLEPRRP
#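 EPAC2 (100 nM) mixed with Rap1B loaded with BODIPY-GDP (250 nM) plus 50 uM unlabeled GDP; compounds pinned in, 5 min RT, then read every 5 min for 30 min (ex 480, em 540 nm). Normalized to cAMP control.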
# IL-2 act = IL-2 activation. AID 652025. 360,000 compounds, 0.065% hits. IL-2 activation reporter assay, cell-based qHTS; stimulated with anti-CD3/CD4/CD28 beads; in transgenic mouse T cells. activation, % (series mostly up to about 46 µM); in the data active = activation above about 50%; inconclusive = mostly about 30% to 49%; note: 0% is about no effect
#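 EGFP and DsRed fluorescence is measured by plate cytometry in unstimulated transgenic mouse T cells exposed to compound for 60 minutes, then stimulated 18 hours at 37 degrees C with anti-CD3/anti-CD4 beads plus anti-CD28.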
# Nrf2 block = inhibitors of Nrf2 signaling; 360,000 compounds, 2.1% hits; AID 504444; Potency, µM (series often up to 46 µM), inactives show at the top dose activity change, negative = inhibition, most hits filed as inhibitors; A549 ARE-Fluc reporter, luciferase luminescence, 18-24 h; note: potency is the fitted concentration of half-maximal effect; % is set by controls: 0 for no effect and ±100 for the full control effect; nearly all actives have a fitted effect of over 60% in size
#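 A549 ARE_Fluc cells, 5000/well, 5% FBS OPTI-MEM; compounds in dose-response, 18-24 h at 37 °C/5% CO2; CellTiter-Fluor viability read (Ex 405/Em 525), then BugLite luciferase luminescence = Nrf2 activity.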
# HepG2 tox = counter-screen for TGF-b inhibitors: cytotoxicity in HepG2 cells. AID 588856. Potency, µM (highest dose often 46.1 µM), inactives show at the top dose activity change, negative = cytotoxicity, actives largely listed as cytotoxic. HepG2 CAGA-GFP viability, ATP luminescence, 18 h. 410,000 compounds, 0.76% hits; note: potency is the fitted concentration of half-maximal effect; some results filed as inactive show a strong effect at the top dose
#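 HepG2 CAGA-GFP cells (1000/well, DMEM with 1% FBS) received compound, then TGF-beta at 500 pg/mL final, and were incubated 18 hours at 37 degrees C. Viability was read by CellTiter-Glo luminescence. Media-only wells were set as complete cell-killing and DMSO as no toxicity.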
# ATXN viability = viability counter-screen for ATXN expression inhibitors. Potency, µM (doses to about 56.7 µM), actives largely listed as cytotoxic. S2 cells (HEK-293 line with an ATXN2-luciferase reporter) viability, CellTiter-Fluor protease fluorescence, 24 h. AID 651635. 400,000 compounds, 0.49% hits; note: potency is the fitted concentration of half-maximal effect; nearly all actives have a fitted effect of over 40% in size
# A549 tox = counter-screen for Nrf2 inhibitors: cytotoxicity in A549 cells | A549 ARE-Fluc cells, CellTiter-Fluor viability, 18-24 h | Potency, µM (series often up to 46 µM), for inactives: at the highest dose activity change, negative = cytotoxicity, usual class: inhibitors | 390,000 compounds, 0.16% hits; note: potency is the fitted concentration of half-maximal effect; % is set by controls: 0 for no effect and ±100 for the full control effect
#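 A549 ARE-Fluc cells in 5% FBS OPTI-MEM, 5000 cells/well, rested 2 h then exposed to compounds in concentration-response for 18-24 h at 37 °C. Viability by CellTiter-Fluor fluorescence (Ex 405/Em 525) after 30 min; luciferase luminescence (BugLite, 15 min, RT) read afterwards.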
# TGFb SMAD3 inh = blocks TGF-b signaling | HepG2 CAGA-GFP TGF-b/SMAD3 reporter, GFP fluorescence, 18 h; TGF-beta stimulated, 500 pg/mL final | 410,000 compounds, 1.2% hits | AID 588855 | Potency, µM (series often up to 46.1 µM), without a hit: at the top dose activity, negative = inhibition, actives largely listed as inhibitors; note: potency is the fitted concentration of half-maximal effect; % is set by controls: 0 for no effect and ±100 for the full control effect; nearly all actives have a fitted effect of over 65% in size
#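 HEPG2 CAGA-GFP cells (1000/well, DMEM with 1% FBS) were pre-incubated 2 h at 37 degrees C, given compound by pin tool, then stimulated with TGF-beta at 500 pg/mL final for 18 h before per-cell GFP fluorescence imaging.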
# Nrf2 ARE act = activates Nrf2 signaling; AREc32 ARE-luciferase reporter (MCF7-derived line), luminescence, 24 h; 410,000 compounds, 0.31% hits; Potency, µM (highest dose often 46.1 µM), without a hit: top-dose activation, usual class: activators; note: potency is the fitted concentration of half-maximal effect; % of control where 0% means no effect; nearly all actives have a fitted effect of over 65% in size
#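 Luciferase luminescence (Steady-Glo, 30 min at room temperature) served as the read-out of ARE activation in AREc32 cells treated with compounds for 24 hr at 37 deg C.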
# An asterisk follows results filed as active; i = inactive; ? = inconclusive; nt = not tested or not shown; & = joins results of further samples; [ ] = dose if it differs, or a comment. Unless noted, calls come from the whole dose curve; as a rule, active = well fitted curve in the direction sought with a large enough effect; inconclusive = small, poorly fitted or top-dose-only effect, or another doubt; inactive = no such curve, though single readings can be large; an effect the other way counts as inactive or inconclusive.
SMILES,ATXN2 expr inh,EPAC2 agonist,IL-2 act,Nrf2 block,HepG2 tox,ATXN viability,A549 tox,TGFb SMAD3 inh,Nrf2 ARE act
CNC(=O)c1[nH]cnc1C(=O)NCC(=O)OCc1ccccc1,6%,-4%,-1.9,4%,9%,i,-4%,-20%,0.0%
CO/N=C/c1cn(-c2ccc(Cl)cc2)nn1,0%[11.3 µM],6%,1.3,6%,5%,i,-5%,1%,3.4%
Cc1ccccc1OC(C)C(=O)Nc1cccnc1 (stereo not drawn),-4%,3%,0.5,-6%,-19%,i,2%,-12%,-0.3%
CCOc1ccc(CC(=O)NCCc2csc(-c3ccc(C)cc3)n2)cc1,nt,nt,nt,nt,-8%,nt,9%,0%,4.1%
COc1ccc(C(=O)NCC(=O)N/N=C/c2cccc(OC(=O)c3ccco3)c2)cc1OC,-4%,5%,-0.5,-10%,3%,i,-7%,3%,-0.5%
CCOC(=O)c1csc(-c2sccc2Br)n1,nt,13%,1.5,?,-23%,i,-3%,-10%,14µM*
O=C1CCN(CCCc2ccccc2)CCN1[C@H](CO)Cc1ccccc1,?,5%,-4.1,10%,23%,i,4%,-7%,2.9%
O=C1CCC([N+](=O)[O-])C(c2ccccc2F)N1 (stereo not drawn),-15%,8%,-4.6,-10%,-7%,i,1%,-1%,-0.7%
Cc1ccccc1N(CC(=O)N1CCN(c2ccccc2)CC1)S(C)(=O)=O,-2%,15%,-1.2,16%,-29%,i,12%,21%,0.1%
CC1CC2(CC(C)(C(=O)CSc3n[nH]c(-c4ccccc4Cl)n3)OC2=O)C(=O)O1 (stereo not drawn),-1%,-4%,1.3,20%,-8%,i,5%,4%,0.2%
CCCCCCC(=O)NC(Nc1ccc(S(N)(=O)=O)cc1)C(Cl)(Cl)Cl (stereo not drawn),2%,-3%,0.0,-17%,-10%,i,-7%,?,4.2%
CCc1ccccc1NC(=O)c1cc(S(=O)(=O)N2CCc3ccccc32)ccc1F,-16%,nt,nt,nt,0%,i,11%,?,5.9%
CCCn1nnc(NC(=O)c2ccc(OC)cc2)n1,5%,-2%,-3.5,?,-18%,?,-2%,?,0.0%
CCN(CC(=O)Nc1c(F)cccc1F)C(=O)CN(C)S(=O)(=O)c1ccc(F)cc1,5%,2%,-0.5,4%,7%,?,-4%,5%,-0.2%
COc1ccc(CCNC(=O)Cn2c(=O)n(-c3cc(F)ccc3F)c(=O)c3sccc32)cc1OC,nt,3%,9.5,?,-5%,?,-9%,-1%,-0.7%
COc1cc(-n2c(C)nc3ncn(-c4ccccc4)c3c2=O)cc(OC)c1OC,nt,-2%,-2.7,nt,8%,i,nt,2%,0.0%
CC(=O)OCC(NC(=O)C(C)NC(=O)OC(C)(C)C)C1OC(n2ccc(=O)[nH]c2=O)C(OC(C)=O)C1OC(C)=O (stereo not drawn),nt,nt,nt,?,-8%,nt,13%,-16%,nt
COc1cccc(CNC(=O)c2ccc(S(=O)(=O)N3CCCC3)cc2)c1,-9%,13%,-2.1,-18%,-8%,i,-4%,2%,0.3%
Cc1cc(C)n2nc(SCC#N)nc2n1,-2%,7%,-1.9,12%,3%,i,0%,-2%,0.3%
CCOC(=O)N1CCN(C(=O)CN(Cc2ccccc2)S(=O)(=O)c2ccc(OC)c(C)c2)CC1,-8%,8%,-1.2,nt,-1%,i,7%,19%,0.3%
CCN1C(=O)N[C@@H](c2cccc(F)c2)C(C(C)=O)=C1C,-6%,4%,0.6,9%,-1%,i,3%,1%,-0.9%
COc1ccc(CC(=O)Nc2nc(-c3ccncc3)cs2)cc1,-25%,4%,-2.9,-9%,6%,i,0%,0%,0.2%
CN(C)c1ccc(NC(=O)Nc2nc(C(N)C3CCCCC3)cs2)cc1 (stereo not drawn),?,-2%,-0.7,nt,-86%,?,nt,?,-1.1%[9.22 µM]
COc1cc(CN2CCN(CC3CC3)CC2CCO)cc(OC)c1 (stereo not drawn),-5%,-1%,-0.5,3%,11%,?,-12%,0%,-1.1%
COc1ccc(O)c(/C=C2/SC(=S)N(Cc3ccccc3)C2=O)c1,-21%,12%,3.5,-19%,-55%,?,-4%,?,11%
# More entries:
SMILES,ATXN2 expr inh,EPAC2 agonist,IL-2 act,Nrf2 block,HepG2 tox,ATXN viability,A549 tox,TGFb SMAD3 inh,Nrf2 ARE act
COc1cc(S(=O)(=O)Nc2c(C)nn(C)c2C)ccc1NC(C)=O,9%,5%,4.5,-20%,5%,i,0%,-2%,0.2%
O=C(C1CCCO1)N1CCc2ccccc21 (stereo not drawn),6%,-3%,1.4,13%,-35%,i,0%,1%,2.0%
CC(C)(C)NS(=O)(=O)c1ccc(NC(=O)C2CCCO2)cc1 (stereo not drawn),2%,4%,-1.5,-9%,-5%,i,-1%,1%,0.4%
COc1cccc(NC(=O)CSc2nnc(-c3cccnc3)o2)c1,5%,-1%,0.0,6%,-10%,i,3%,15%,5.8%
CC1CCC(C(=O)NC(C(=O)NCCN2CCC(C)CC2)C(C)C)CC1 (stereo not drawn),-1%,-7%,-0.1,2%,-6%,i,11%,-5%,0.1%
Cc1nn(S(=O)(=O)N2CCOCC2)c(C)c1Br,1%,-3%,0.0,-8%,-1%,i,-3%,-7%,0.3%[9.22 µM]
Cc1ncc(CO)c2cc(C(=O)Nc3cccc(F)c3)c(=Nc3cccc(C(N)=O)c3)oc12,17%,11%,-3.9,-8%,-12%,i,-6%,8%,0.2%
COc1ccc(C2C(=O)N(C3CCC(C)CC3)CC(=O)N2CCc2ccccc2)cc1OC (stereo not drawn),nt,nt,nt,nt,-20%,nt,0%,-11%,-0.9%
C[C@H]1CN([C@@H](C)CO)C(=O)Cc2cc(NC(=O)C3CC3)ccc2O[C@H]1CN(C)Cc1ccc(C(=O)O)cc1,-4%,6%,-2.2,4%,-4%,i,7%,3%,-0.4%
COc1ccc(CCNC(=O)CCn2c(=O)c3ccccc3n(Cc3ccccc3)c2=O)cc1OC,5%,nt,nt,12%,-3%,i,-1%,-6%,-0.4%
COc1ccc(C)cc1Nc1n[n+](-c2ccccc2)c(-c2ccc(C(=O)O)cc2)s1,8%,5%,0.2,-6%,23%,i,0%,14%,2.9%
O=C(COc1ccc2ccccc2c1Br)Nc1ccncc1,12%,-1%,-4.5,?,-17%,i,-5%,-27%,0.4%
C[C@@H]1CCC[C@]2(O[C@H](CCO)C[C@H](O)[C@H]2O)O1,6%,5%,0.0,-1%,-14%,i,0%,-6%,-0.5%
O=C(COC(=O)CNC(=O)c1sc2ccccc2c1Cl)Nc1cc(Cl)cc(Cl)c1,nt,3%,-1.9,3%,-1%,i,2%,-1%,0.1%
COc1ccc(COC(=O)C2CCN(S(=O)(=O)c3cccs3)CC2)cc1,-1%,10%,-1.1,0%,2%,i,-1%,17%,-0.4%
O=C(NCC(O)c1nc2ccccc2[nH]1)c1cc([N+](=O)[O-])ccc1F (stereo not drawn),-21%,7%,0.1,nt,-22%,i,nt,0%,28%
CCSc1nnc(NC(=O)CN2C(=O)NC3(CCCC3)C2=O)s1,nt,3%,-0.3,-10%,26%,?,-1%,27%,-0.4%
CCOc1ccc(N=CNc2ccc(OCC)cc2)cc1,5%,9%,0.6,10%,-18%,i,2%,9%,-0.3%
COC(=O)C(C)N1C(=O)S/C(=C/c2cc(C)n(-c3ccccn3)c2C)C1=O (stereo not drawn),nt,10%,-3.4,?,-18%,i,-17%,-16%,0.6%
CCCCCc1ccc(-c2cn(Cc3ccc4ccccc4c3)nn2)cc1,-6%,5%,-0.2,8%,0%&1%,i,2%,7%&-24%,-0.5%
CC(=O)Nc1ccc(C=NNc2ccc(S(=O)(=O)Nc3ccccc3C(=O)O)cc2[N+](=O)[O-])cc1,3%,4%,0.1,4%,4%,i,-13%,-16%,-1.8%
N#CCCn1cc(C(=O)N2CCCCC2)c(-c2cccc([N+](=O)[O-])c2)n1,-2%,1%,-1.5,-16%,-72%,i,-9%,?,0.5%
Cc1sc2nc(SCC(=O)Nc3ccc(S(=O)(=O)NCCCC(=O)O)cc3)[nH]c(=O)c2c1C,-29%,5%,-0.3,-20%,13%,i,-10%,-12%,0.2%
O=C(NCc1ccco1)C(Cc1ccccc1)NS(=O)(=O)c1cccc2nsnc12 (stereo not drawn),1%,5%,0.0,5%,-5%,i,-9%,-5%,2.3%
COc1cccc(-c2nc3c(C#N)c[nH]n3c2NC2CCCCC2)c1,14%,nt,nt,5%,-1%,i,-4%,-14%,-0.6%
Cc1nn(CC(=O)c2ccccc2)c(=O)c2nn(-c3ccccc3F)c(C)c12,-25%,11%,-5.4,3%,4%,i,4%,11%,1.7%
CCOC(=O)N1CCN(CC(O)COc2ccccc2[N+](=O)[O-])CC1 (stereo not drawn),30%,9%,-3.9,1%,3%,i,-3%,-13%,9.0%
Cc1cc(NC(=O)CCCN2C(=O)/C(=C\c3cccs3)SC2=S)no1,-19%,12%,4.0,21%,-2%,i,-9%,-6%,-0.1%

# Part of the list above, reformatted.
# Values run as follows: ATXN2 expr inh	EPAC2 agonist	IL-2 act	Nrf2 block	HepG2 tox	ATXN viability	A549 tox	TGFb SMAD3 inh	Nrf2 ARE act
- COc1cc(S(=O)(=O)Nc2c(C)nn(C)c2C)ccc1NC(C)=O
  9%	5%	4.5	-20%	5%	i	0%	-2%	0.2%
- O=C(C1CCCO1)N1CCc2ccccc21 (stereo not drawn)
  6%	-3%	1.4	13%	-35%	i	0%	1%	2.0%
- CC(C)(C)NS(=O)(=O)c1ccc(NC(=O)C2CCCO2)cc1 (stereo not drawn)
  2%	4%	-1.5	-9%	-5%	i	-1%	1%	0.4%
- COc1cccc(NC(=O)CSc2nnc(-c3cccnc3)o2)c1
  5%	-1%	0.0	6%	-10%	i	3%	15%	5.8%
